# ALOX12 inh: inhibitors of human 12S-lipoxygenase ALOX12. P18054. purified 12hLO, xylenol orange hydroperoxide absorbance. Potency, µM (top dose mostly 108 µM), without a hit: at the highest dose activity change, negative = inhibition, most hits filed as inhibitors. 580,000 compounds, 1.1% hits. AID 1671190; further: potency means the concentration at half of the fitted maximal effect; on the % scale 0 is the no-effect control and ±100 the full control effect
#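 Purified human 12hLO (150 nM final) in 25 mM Hepes, 0.01% Triton X-100, pH 7.0 was preincubated 15 min at room temperature with compound. Then 40 uM arachidonic acid was added, 30 min. Hydroperoxide was read by Fe-XO absorbance ratio 573/405 nm.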
# TRHR agonist: activates the human TRH receptor; AID 493084; activation, % at 2 µM; TRHR cells, calcium flux fluo-8, FDSS agonist mode; 360,000 compounds, 0.18% hits; P34981; in the data active means activation above about 30%; further: 0% is about no effect
# Target sequence (P34981 whole entry, looked up): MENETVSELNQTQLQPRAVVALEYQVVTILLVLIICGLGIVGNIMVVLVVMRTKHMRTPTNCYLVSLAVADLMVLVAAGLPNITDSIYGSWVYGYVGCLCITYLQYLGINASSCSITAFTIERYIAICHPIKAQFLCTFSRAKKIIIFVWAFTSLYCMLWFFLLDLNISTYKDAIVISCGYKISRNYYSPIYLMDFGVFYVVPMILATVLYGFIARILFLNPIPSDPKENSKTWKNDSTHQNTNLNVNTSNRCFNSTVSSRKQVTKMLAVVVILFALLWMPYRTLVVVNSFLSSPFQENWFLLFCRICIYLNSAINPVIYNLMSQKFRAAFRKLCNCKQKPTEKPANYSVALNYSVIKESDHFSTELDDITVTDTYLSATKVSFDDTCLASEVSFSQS
#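 TRHR-expressing cells, plated overnight in medium with 10% serum, were loaded with fluo-8 calcium dye at room temperature. After a 10 s baseline, library compound was pin-added and calcium release was recorded kinetically (ex 480/em 530) as agonist response.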
# Pol kappa inh: blocks human DNA polymerase kappa activity; Q9UBT6; purified Pol kappa, fluorescent DNA synthesis assay, 10 min; Potency, µM (series often up to 107 µM), inactives show at the top dose activity, negative = inhibition, most hits filed as inhibitors; 400,000 compounds, 0.53% hits; further: potency means the concentration at half of the fitted maximal effect; on the % scale 0 is the no-effect control and ±100 the full control effect
#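 Readout: fluorescence, taken kinetically at 0 and 10 min. Conditions: 10 nM Pol kappa, 15 min RT compound preincubation, 50 nM substrate final. Controls: enzyme-free buffer wells.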
# Apoferritin bind: candidate novel general anesthetic via apoferritin binding | Potency, µM (series often up to 77.5 µM), for inactives: at the top dose activity change, negative = displacement, actives largely listed as inhibitors | 350,000 compounds, 0.074% hits | P02791 | apoferritin/1-aminoanthracene competitive binding, fluorescence; further: potency means the concentration at half of the fitted maximal effect; on the % scale 0 is the no-effect control and ±100 the full control effect; nearly all actives have a fitted effect of over 20% in size
# Target sequence (P02791 2-175 limits assumed): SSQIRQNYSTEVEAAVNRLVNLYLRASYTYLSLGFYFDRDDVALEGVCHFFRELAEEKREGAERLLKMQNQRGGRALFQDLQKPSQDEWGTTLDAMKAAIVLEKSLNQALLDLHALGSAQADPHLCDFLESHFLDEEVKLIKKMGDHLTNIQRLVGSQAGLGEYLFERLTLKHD
#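 Probe: 1-aminoanthracene (50% saturated, PBS). Protein: horse-spleen apoferritin, 10 uM. Incubation: 10 min, room temperature. Detection: 380 nm excitation, 535 nm emission. Analysis: normalized response, four-parameter Hill.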
# BLM helicase inh: inhibitors of human Bloom syndrome helicase BLM; P54132; recombinant BLM DNA unwinding, fluorescence dequenching; Potency, µM (top dose mostly 56.1 µM), inactives show at the top dose activity change, negative = inhibition, most hits filed as inhibitors; 350,000 compounds, 0.2% hits;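 further: potency means the concentration at half of the fitted maximal effect; plate controls were vehicle for no effect and no enzyme for full effect; nearly all actives have a fitted effect of over 35% in size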
# ERG Ets-DNA blk: inhibitors of human ERG Ets domain-DNA interaction | P11308 | fluorescence polarization, His-ERG Ets domain / labelled DNA | Potency, µM (highest dose often 76.9 µM), for inactives: at the top dose FP activity, negative = inhibition, hits mostly inhibitors | 370,000 compounds, 0.028% hits | AID 624246; active means well fitted inhibition curve with a large enough effect in the polarisation, with a control signal flat; inconclusive means small, poorly fitted or top-dose-only effect, or effect the other way, or a change in a side signal; inactive means no such curve, though single readings can be large or run the other way; the % refers to the polarisation;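 further: polarization taken with two DNA probes labelled with fluorescein and Texas red; potency means the concentration at half of the fitted maximal effect; % of control where 0% means no effect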
#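 His-tagged ERG Ets domain (1 uM in the protein solution; 300mM KCl, 50mM Tris-HCl, 1mM EDTA, 1mM DTT, pH 7.5) received compound, then a probe mix of 5 nM fluorescein-DNA and 100nM Texas-615-DNA. Fluorescence polarization was read for both dyes.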
# APEX1 inh: APE1 (human) endonuclease inhibition | P27695 | AID 2517 | Potency, µM (series often up to 65.8 µM), for inactives: at the top dose activity change, negative = inhibition, usual class: inhibitors | recombinant APE1, TAMRA/BHQ-2 abasic DNA cleavage fluorescence | 350,000 compounds, 0.35% hits;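 further: potency means the concentration at half of the fitted maximal effect; plate controls were vehicle for no effect and reference inhibitor for full effect; nearly all actives have a fitted effect of over 55% in size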
# Target sequence (P27695 whole entry, looked up): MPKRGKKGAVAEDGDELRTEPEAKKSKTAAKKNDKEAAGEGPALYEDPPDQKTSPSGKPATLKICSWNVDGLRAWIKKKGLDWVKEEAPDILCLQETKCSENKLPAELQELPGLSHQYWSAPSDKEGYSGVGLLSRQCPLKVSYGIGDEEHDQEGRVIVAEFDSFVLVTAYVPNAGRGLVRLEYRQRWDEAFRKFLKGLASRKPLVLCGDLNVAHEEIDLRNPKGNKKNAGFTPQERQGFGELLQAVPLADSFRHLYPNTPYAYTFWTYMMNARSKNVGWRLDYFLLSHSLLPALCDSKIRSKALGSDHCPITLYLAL
#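 Enzyme (0.75 nM final) and test compound are incubated 15 min at room temperature before adding 50 nM quenched THF abasic-site duplex. Cleavage dequenches TAMRA, followed at 525/598 nm over three reads one minute apart.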
# POLB inh: DNA polymerase beta (human) inhibition. P06746. Pol beta primer extension/strand displacement, fluorescence kinetic. Potency, µM (series often up to 114 µM), without a hit: at the highest dose activity change, negative = inhibition, usual class: inhibitors. 340,000 compounds, 1.3% hits. AID 485314; further: potency means the concentration at half of the fitted maximal effect; on the % scale 0 is the no-effect control and ±100 the full control effect
#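 Pol beta (10 nM) was preincubated with compound for 15 min at room temperature. The reaction was then started with 50 nM substrate and read immediately and after a further 10 min at room temperature.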
# POLI inh: DNA polymerase iota (human) inhibition; Q9UNA4; Pol iota fluorescent replication assay, 10 min; Potency, µM (doses to about 115 µM), for inactives: top-dose activity, negative = inhibition, actives largely listed as inhibitors; 390,000 compounds, 1% hits; further: potency means the concentration at half of the fitted maximal effect
#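 Pol iota at 10 nM preincubated 15 min with compounds at room temperature; reaction started with fluorescent substrate, 50 nM final. Fluorescence read kinetically at 0 and 10 min; buffer-only wells as negative control.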
# Numbers without * were called inactive; ? = inconclusive; . = no result given; & = joins results of further samples; [ ] = dose if it differs, or a comment. Unless noted, the call rests on the fitted dose curve; in most records, active means well fitted curve in the direction sought with a large enough effect; inconclusive means small, poorly fitted or top-dose-only effect, or another doubt; inactive means no such curve, though single readings can be large; an effect the other way counts as inactive or inconclusive. Only part of the results is shown. The share of hits here may be higher or lower than overall.
SMILES,ALOX12 inh,TRHR agonist,Pol kappa inh,Apoferritin bind,BLM helicase inh,ERG Ets-DNA blk,APEX1 inh,POLB inh,POLI inh
CCn1nc(NS(=O)(=O)c2ccc(NC(C)=O)cc2)c2cc3cccc(C)c3nc21,63.4%[activator],1.7,0.7%,-16.7%,-0.5%,14.2%,38.4%,-2.0%,31.3%[activator]
CCc1ccc(/C=N/NC(=O)c2ccc(OC3CCCC3)cc2)s1,14.3%,-0.7,-4.2%,?,0.0%,-0.5%,0.9%,16.9%,3.6%
C=CCn1c(Br)nc2c1c(=O)[nH]c(=O)n2C,1.4%,0.0,4.1%,4.2%,1.6%,-0.7%,2.1%,3.8%,11.7%
Cc1nn(Cc2ccccc2)c(Cl)c1C(=O)OC1CCOC1=O (configuration not stated),0.0%,-0.1,-3.2%,?,-0.3%,9.7%,4.2%,-0.8%,7.1%
CSc1nnc(NC(=O)C23CC4CC(CC(C4)C2)C3)s1,9.8%,-2.5,-3.6%,?,-6.2%,0.9%,-14.1%,0.5%,43.9%[activator]
CCn1c(SCC(=O)NCC2CCCO2)nc2cc(S(=O)(=O)N3CCCCC3)ccc21 (configuration not stated),27.2%,-0.2,-8.4%,-11.2%,-6.1%,1.1%,10.5%,30.3%,9.8%
COC(=O)C1=C(C)NC(=S)NC1/C=C/c1ccccc1 (configuration not stated),-22.6%,0.1,-0.8%,?,-3.5%,-8.7%,-8.2%,17.1%,18.1%
Cc1sc(Cc2nc(O)cs2)nc1-c1ccccc1,-16.4%,1.1,-17.0%,-23.4%,-4.3%,8.1%,-1.9%,-3.5%,14.2%
CN(CC(=O)Nc1ccc(OC(F)(F)F)cc1)C(=O)Cc1c(Cl)cccc1Cl,20.2%,-0.1,6.7%,?,-9.0%,-22.9%,22.0%,7.1%,-1.1%
CCC(=O)Nc1ccc(CC)cc1-c1nc2ccccc2n(CC(=O)c2ccc(OC)cc2)c1=O,-8.3%,-0.2,-21.1%,-10.4%,-3.9%,0.3%,.,?,-8.9%
CCOC(=O)CNC(=O)c1cc2c(=O)n3cccc(C)c3nc2s1,?,-0.7,5.1%,-6.3%,3.1%,8.6%,.,1.1%,5.8%
Cc1cccc(N2CCN(C(=O)c3c(-c4ccccc4)noc3C)CC2)c1C,-1.7%,-0.6,-4.1%,6.5%,-5.7%,-1.5%,-11.6%,-1.6%,20.5%
CC(C)N(Cc1cnn(C)c1)Cc1nc(COc2ccccc2)no1,-11.7%,-0.1,-5.4%,-8.7%,-13.4%,25.3%,0.4%,-7.1%,65.0%[activator]
COc1cc(C(=O)OCC(=O)NCC2CCCO2)cc(OC)c1OC (configuration not stated),4.0%,.,-11.4%,.,.,-5.1%,-8.3%,.,11.0%
C1=C(CCNCC2CCCCC2)CCCC1,11.2%&26.0%,-0.4,-6.9%,-5.8%,3.4%,0.3%,-4.4%,33.0%,12.5%
CCNC(=O)c1ccc(=O)n(Cc2ccc(Cl)cc2Cl)c1,17.3%,.,-12.3%,.,.,-2.1%,.,.,-3.8%
COc1ccc(OC)c(NC(=O)CC2SC(=Nc3ccc(F)cc3)N(CCC3=CCCCC3)C2=O)c1 (configuration not stated),-29.3%,0.1,-17.8%,3.4%,-10.9%,5.8%,12.7%,-9.0%,-9.9%
CCN(C(=O)COC(=O)CCc1ccccc1OC)c1c(N)n(Cc2ccccc2)c(=O)[nH]c1=O,-14.5%,-0.3,-3.2%,.,.,-2.7%,19.2%,.,16.0%
Cc1c(NC(=S)N/C(=N/S(=O)(=O)c2ccc(Cl)cc2)c2ccccc2)c(=O)n(-c2ccccc2)n1C,?,-0.8,-2.3%,-3.8%,-0.6%,2.6%,9.4%,2.0%,98.0%[activator]
Cc1cccc(Cc2c(C)nc3c(C(=O)NCc4ccco4)cnn3c2C)c1,?,1.6,-10.2%,?,-10.3%,9.5%,0.7%,-30.0%,?

# In a second layout: entries from further up.
SMILES | ALOX12 inh | TRHR agonist | Pol kappa inh | Apoferritin bind | BLM helicase inh | ERG Ets-DNA blk | APEX1 inh | POLB inh | POLI inh
CCC(=O)Nc1ccc(CC)cc1-c1nc2ccccc2n(CC(=O)c2ccc(OC)cc2)c1=O | -8.3% | -0.2 | -21.1% | -10.4% | -3.9% | 0.3% | . | ? | -8.9%
CCOC(=O)CNC(=O)c1cc2c(=O)n3cccc(C)c3nc2s1 | ? | -0.7 | 5.1% | -6.3% | 3.1% | 8.6% | . | 1.1% | 5.8%

# The list continues:
SMILES,ALOX12 inh,TRHR agonist,Pol kappa inh,Apoferritin bind,BLM helicase inh,ERG Ets-DNA blk,APEX1 inh,POLB inh,POLI inh
Nc1c(S(=O)(=O)O)cc(Nc2ccc(Cl)cc2)c2c1C(=O)c1ccccc1C2=O,?,.,?,-13.7%,?,.,?,.,.
Cc1ccc(CNC(=O)CCc2cn(Cc3ccc(C)cc3)c3ccccc23)cc1,-2.0%,0.6,-7.4%,-10.3%,-1.1%,-9.3%,.,-22.0%,29.8%
CCOC(=O)NC(NCCc1ccccc1)(C(F)(F)F)C(F)(F)F,-17.1%,-0.1,-10.0%,-18.2%,-9.5%,.,14.0%,25.3%,7.1%
CC(C)NC(=O)N(C)C[C@H]1Oc2c(NC(=O)Nc3ccccc3)cccc2C(=O)N([C@H](C)CO)C[C@@H]1C,1.9%,.,12.5%,.,.,-10.7%,27.3%,.,-0.2%
CCSc1nc2sc3c(c2c(=O)[nH]1)CC(C)(C)OC3,25.8%,-0.1,6.2%,-8.7%,1.2%,-8.6%,17.4%,18.6%,12.7%
COc1cccc(C(=O)N2c3nc(-c4ccco4)nn3C3(CCCCC3)[C@@H]3CCCC[C@@H]32)c1,0.0%,-1.1,3.0%,?,-6.0%,2.7%,.,-0.3%,10.9%
CN1CCSc2ccc(C(=O)NCc3ccccc3F)cc21,?,-0.9&-0.3,-10.0%&6.8%,215.1%&17.7%[activator],-4.8%&-0.1%,20.5%&0.2%,2.1%,-1.0%&3.6%,?
CCN(CC(=O)Nc1ccccc1C(F)(F)F)C(=O)Cc1sc(C)nc1-c1ccc(F)cc1,-1.8%,-0.9,-16.8%,.,.,10.9%,-9.0%,.,2.9%
CCCCn1c(N)c(N(CC(C)C)C(=O)CCS(=O)(=O)c2ccc(C)cc2)c(=O)[nH]c1=O,15.3%,0.0,-2.9%,.,.,6.5%,40.6%[activator],.,17.0%
CCc1nnc(NC(=O)CN2CCN(S(C)(=O)=O)CC2)s1,-24.0%,0.9,-2.7%,-1.7%,0.6%,3.2%,-1.5%,7.6%,30.2%
Fc1ccc(-c2nnc(-c3ccc(Cl)cc3)o2)cc1,-23.3%,-0.1,-4.8%,-9.5%,0.6%,2.1%,2.0%,-11.2%,-11.4%
O=C(Cn1cnc2c(NCc3ccccc3)ncnc21)NCc1ccc2[nH]ccc2c1,3.5%,.,-13.3%,.,.,-3.3%,-13.1%,.,?
COc1ccc(CC(=O)NN2C(=O)c3ccccc3C2=O)cc1,-0.6%,0.0,-5.7%,-10.2%,6.0%,.,18.5%,44.8%,-14.1%
COc1cccc(CNC(=O)c2ccc3c(c2)N(C)C(=O)C2CCCCN32)c1 (configuration not stated),-5.1%,-0.1,-6.0%[60.1 µM],6.2%,-1.1%,0.6%,.,10.9%,-9.6%
O=C(Cc1csc(-c2ccccc2)n1)NCc1ccccc1F,-8.4%,-0.3,.,-0.9%,0.5%,.,1.7%,-14.2%,.
Nc1c(C(=O)NCc2ccc3c(c2)OCO3)nnn1Cc1cccc(F)c1,-0.1%,0.5,-0.2%,?,-5.4%,-0.6%,-1.0%,4.3%,36.1%
COc1ccc(NC(=O)c2cc(-c3cccs3)on2)c(OC)c1,-16.1%,-2.1,-4.4%,0.6%,-3.2%,3.0%,64.5%[activator],4.7%,9.9%
CC(C)C[C@H](NC(=O)C1CC(=O)N(c2ccc(F)cc2)C1)C(=O)N1CCCCC1 (some centres not stated),22.3%,-0.3,-0.4%,-1.4%,-0.6%,-25.0%,47.9%,23.7%,28.0%
O=C(c1ccco1)N1CCN(S(=O)(=O)Cc2ccccc2Cl)CC1,-5.7%,0.2,-5.3%,1.3%,-4.6%,-6.7%,28.0%,-3.8%,-18.2%
CC(=O)c1cccc(-n2c(=O)c3c4c(sc3n(Cc3ccccc3Cl)c2=O)CN(C(C)=O)CC4)c1,-23.5%,-0.2,7.6%,-8.9%,-4.1%,0.0%,.,36.3%,-3.9%
O=C(CCNS(=O)(=O)c1cccc2nonc12)NCc1cccs1,0.0%,-0.2,1.2%,-0.7%,-3.5%,-6.1%,13.2%,-2.2%,18.4%
CCCCCN1C=CC(=C2C(=O)c3ccccc3C2=O)C=C1,-3.3%,2.9,-2.6%,-11.9%,-5.4%,-3.0%,-8.4%,9.0%,1.6%
O=[N+]([O-])c1cccc(COc2ccc(CN3CCCC3)cc2)c1,?,.,3.6%,.,.,-5.3%,.,.,-23.2%
CCCn1c(=O)c2c(nc3n2CCCN3CCc2ccc(OC)c(OC)c2)n(C)c1=O,?,-0.1,2.2%,-11.3%,0.5%,-0.2%,20.2%,6.5%,25.2%
Cn1c(=O)c2c(SCC(=O)NCC3CCCO3)nc(CC(C)(C)C)nc2n(C)c1=O (configuration not stated),9.4%,-0.6,2.4%,-16.2%,-1.1%,14.7%,12.4%,0.0%,41.4%[activator]
O=C(Nc1cccc(S(=O)(=O)N2CCOCC2)c1)[C@@H]1CCCN1S(=O)(=O)c1ccc(Cl)cc1,?,0.5,-7.4%,-10.4%,-8.1%,6.5%,-0.5%,-15.8%,-2.8%
O=S(=O)(CCc1nc2ccccc2o1)c1ccc2ccccc2c1,130.5%[activator],0.0,-5.6%,-15.8%,-4.6%,-4.6%,-2.8%,4.5%,-1.3%
COC(=O)c1ccc(C(=O)NN)cc1,?,0.3,3.0%,-10.0%,-4.3%,3.0%,-2.8%,-21.7%,109.9%[activator]
